MEP2-GFP yeast = yeast TOR pathway MEP2-GFP modulation | GFP response vs DMSO, % at 10 µM | S. cerevisiae MEP2-GFP strain, flow cytometry GFP, 3 h; 100% = DMSO control level | 330,000 compounds, 0.51% hits;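 active means GFP response versus DMSO above a set limit, roughly screen mean plus 3 SD, cut at about 180% in these data; inconclusive means fewer than 70 cells counted for a yeast strain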;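 further: median GFP fluorescence of the barcode-gated MEP2-GFP cells per well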
GASC-1 inh = blocks human GASC-1 demethylase activity. Q9H3R0. GST-JMJD2C(1-420) H3K9me3 demethylation, DELFIA europium. inhibition, % at 2.35 µM. 330,000 compounds, 0.069% hits;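 active means more than half of a compound's replicate wells show inhibition beyond 50%, single wells judged on their own value; inconclusive means some, but no more than half, of replicates pass 50% inhibition; inactive means no replicate passes 50% inhibition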;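 further: signal counts dimethyl H3K9 product captured on neutravidin plate; 0% = median of DMSO wells and 100% = 0.3 times that DMSO median; strong numbers were not always called active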
VLA-4 inh = inhibition in a human VLA-4 binding assay | 330,000 compounds, 0.2% hits | P13612 | inhibition, % (about 7 µM as worked out from the volumes in the protocol) | AID 2557 | VLA-4 expressing cells, ligand binding flow cytometry; in the data active means inhibition above about 50%
CIT2-GFP yeast = yeast TOR pathway CIT2-GFP modulation | S. cerevisiae CIT2-GFP strain, flow cytometry, 3 h; 100 means same as DMSO wells | GFP response vs DMSO, % at 10 µM | 320,000 compounds, 0.065% hits;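 active means GFP response relative to DMSO above a set limit, near the screen mean plus 3 SD, cut at about 150% in these data; inconclusive means Fewer than 70 cells measured for a yeast strain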;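 further: ratio of well median GFP fluorescence to mean of DMSO wells on the plate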
GRK2 inh = human GRK2 inhibition via aptamer displacement. P25098. bead flow cytometry, FAM-aptamer displacement from GRK2. inhibition of aptamer binding, % at 10 µM. 330,000 compounds, 0.59% hits;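 active means inhibition of aptamer binding above 40%, roughly 3 SD of noise, on plates passing a quality check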;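 further: median bead fluorescence of bound FAM aptamer so fluorescent compounds give negative values; no value below 0 was filed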
Target sequence (P25098 whole entry, looked up): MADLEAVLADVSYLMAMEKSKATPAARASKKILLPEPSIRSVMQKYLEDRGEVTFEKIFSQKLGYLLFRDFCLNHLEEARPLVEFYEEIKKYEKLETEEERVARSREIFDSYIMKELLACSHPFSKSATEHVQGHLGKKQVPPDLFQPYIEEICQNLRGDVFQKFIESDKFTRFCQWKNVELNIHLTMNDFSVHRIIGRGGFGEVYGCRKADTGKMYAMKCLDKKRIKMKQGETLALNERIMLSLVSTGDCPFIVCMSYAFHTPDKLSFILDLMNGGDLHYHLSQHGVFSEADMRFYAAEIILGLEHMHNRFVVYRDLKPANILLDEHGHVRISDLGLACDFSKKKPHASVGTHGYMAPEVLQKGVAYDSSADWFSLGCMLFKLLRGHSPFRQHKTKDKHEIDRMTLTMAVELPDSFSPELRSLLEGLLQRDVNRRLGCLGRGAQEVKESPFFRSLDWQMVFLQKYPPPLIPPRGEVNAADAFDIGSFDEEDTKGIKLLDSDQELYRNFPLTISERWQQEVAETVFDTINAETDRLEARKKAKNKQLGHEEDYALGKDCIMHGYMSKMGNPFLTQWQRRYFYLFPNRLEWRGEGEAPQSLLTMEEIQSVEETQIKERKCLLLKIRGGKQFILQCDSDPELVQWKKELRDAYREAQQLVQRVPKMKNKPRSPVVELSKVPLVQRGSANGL
LAP4 TOR yeast = modulators of TOR pathway LAP4-GFP in S. cerevisiae; S. cerevisiae LAP4-GFP multiplex, flow cytometry GFP, 3 h; median GFP as percent of DMSO wells; GFP response vs DMSO, % at 10 µM; 320,000 compounds, 0.34% hits; AID 2023;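 active means GFP response vs DMSO above a set limit, about the screen mean plus 3 SD, cut at about 150% in these data; inconclusive means under 70 cell events counted for the yeast strain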
AGP1-GFP MLPCN = alters AGP1-GFP fluorescence in TOR pathway yeast screen | S. cerevisiae AGP1-GFP multiplex flow cytometry, 3 h; GFP as percent of DMSO wells | GFP response vs DMSO, % at 10 µM | 320,000 compounds, 0.02% hits;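 active means GFP response relative to DMSO above a set limit, near screen average plus 3 SD, cut at about 150% in these data; inconclusive means fewer than 70 cells counted for the yeast strain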;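 further: median GFP channel fluorescence of the gated AGP1 strain per well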
RPL19A TOR yeast = alters RPL19A-GFP fluorescence in TOR pathway yeast screen | AID 2025 | S. cerevisiae RPL19A-GFP strain, flow cytometry, 3 h; stronger effect = lower value | 330,000 compounds, 0.3% hits | percent response vs DMSO, % at 10 µM;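 active means percent response vs DMSO below 50%; inconclusive means fewer than 70 events counted for the yeast strain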;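 further: median channel GFP fluorescence of the barcoded RPL19A-GFP strain; ratio of sample median GFP to plate DMSO average so 100% = DMSO; lower means less RPL19A-GFP as with rapamycin TOR inhibition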
Numbers without * were called inactive; i = inactive; ? = inconclusive; · = no result given; [ ] = dose if it differs, or a comment. An unsorted share of the library; about 1.7% have a hit in one of these screens.

SMILES	MEP2-GFP yeast	GASC-1 inh	VLA-4 inh	CIT2-GFP yeast	GRK2 inh	LAP4 TOR yeast	AGP1-GFP MLPCN	RPL19A TOR yeast
CN1CCN(c2ccc(NC(=O)c3ccccc3)cc2)CC1	133	64	-11	106	2	108	101	105
CC(C)C(NC(=O)C1CCC(C(C)(C)C)CC1)C(=O)NCCCN1CCCCC1 (stereo not drawn)	97	5	7	95	0	101	103	96
CC(C)n1nc(C(=O)NNC(=O)c2ccncc2)c2ccccc2c1=O	118	-9	-1	99	0	113	108	114
O=C(NCc1ccccn1)c1cc(-c2ccc(Cl)cc2)oc1C(F)(F)F	90	-2	26	79	0	155*	79	77
CC1(C)CC(=O)C(C2C3=C(CC(C)(C)CC3=O)Oc3ccccc32)C(=O)C1 (stereo not drawn)	98	-1	19	89	0	119	107	88
Cc1cccc(NC(=S)NN2CCOCC2)c1C	93	12	11	90	0	93	94	93
CCCN(C(=O)c1ccccc1N)c1c(C)n(C)n(-c2ccccc2)c1=O	106	5	-1	103	2	110	111	101
CC(C)CCn1c(-c2nonc2N)nc2ccccc21	107	6	-1	94	0	80	104	94
C=C(C)C1Cc2c(C)nn(-c3cccc4ccccc34)c2C1 (stereo not drawn)	105	9	2	111	1	105	97	101
COc1ccccc1OCC(=O)Nc1ccc(S(=O)(=O)Nc2cc(C)on2)cc1	97	2	5	93	4	92	94	98
Cc1ccccc1Oc1nc(-c2ccccn2)nc2ccccc12	100	-4	2	·	2	·	·	100
CCn1c(=O)c(C(=O)NNS(=O)(=O)c2ccc(Br)cc2)c(O)c2ccccc21	100	8	4	101	0	98	106	113
Cc1ccc2c(CC(=O)OC(C)C(=O)Nc3ncc(Cl)cc3Cl)coc2c1 (stereo not drawn)	89	2	0	89	0	95	102	102
COc1cc(C2C3=C(CCCC3=O)Nc3c2c(C)nn3-c2cccc(C)c2)cc(OC)c1O (stereo not drawn)	99	5	-4	108	1	96	105	97
O=C(NC1CCOc2ccccc21)C1CCCC1 (stereo not drawn)	128	?	38	103	1	100	98	99
CC(c1ccco1)N(C(=O)c1cccc(Br)c1)c1ccccn1 (stereo not drawn)	108	6	2	102	2	94	106	109
O=C(Cn1nc(-c2ccc(Cl)cc2)c2ccccc2c1=O)NCC1CCCO1 (stereo not drawn)	106	-8	5	98	1	99	103	100
CCc1ccc(CNC(=O)c2ccc3nc(C4CCCCC4)oc3c2)nc1	100	5	3	92	0	98	96	95
O=C(NCCN1CCCCC1)Nc1ccc(F)cc1	101	1	2	107	2	94	104	102
OC(COCC1COc2ccccc2O1)CN1CCc2ccccc2C1 (stereo not drawn)	93	5	2	93	0	101	100	95
C=C(Cl)COC(=O)[C@H]1C2C=CC(C2)C1C(=O)O (stereo partly drawn)	108	2	8	·	8	102	105	104
O=C(COCC(=O)N1CCOCC1)N1CCOCC1	95	-26	10	88	0	97	93	95
C=C(C)C(=O)Oc1ccc(N2C(=O)[C@@H]3C4C=CC(C4)[C@@H]3C2=O)cc1	95	34	11	98	0	98	101	102
O=C(CC(=O)NC1CCCCC1)N/N=C/c1ccc(Cl)cc1	230*[may fluoresce violet]	-14	4	?	0	81[may fluoresce violet]	25[may fluoresce violet]	71[may fluoresce violet]
O=C(Nc1cc(C(F)(F)F)ccc1F)C1CCC1	100	-32	16	106	2	102	·	104
COC(=O)c1ccc(NC(=O)CCn2c(=O)oc3ccccc32)cc1	99	2	9	91	5	101	101	102
CCCCCC(=O)Nc1cccc(C2=NOC3(C2)C[C@H](C(N)=O)N(C(=O)CC)C3)c1 (stereo partly drawn)	103	8	31	96	9	105	104	100
COCCCn1cn[nH]c1=S	96	3	6	103	0	93	98	98
CCN1C(=O)c2cccc3c(S(=O)(=O)N4CCC(C)CC4)ccc1c23	99	1	13	94	9	96	97	96
CC(=O)Nc1cccc(NC(=O)COc2ccc3c(c2)OCO3)c1	96	-2	5	99	0	86	101	101
O=C(COC(=O)c1ccc(C(F)(F)F)cc1)Nc1cccc(S(=O)(=O)N2CCCCC2)c1	97	·	-5	89	0	94	90	93
Cc1ccc(NC(=O)CN(C)C(=O)COC(=O)c2nccnc2N)cc1	97	4	3	96	1	103	100	97
CC(Oc1ccc(Br)cc1Br)C(=O)Nc1cccnc1Cl (stereo not drawn)	102	-1	11	101	1	81	83	105
CCOC(=O)c1c(NC(=S)N2CCOCC2)sc2c1CCN(C(=O)OCC)C2	106	-4	9	101	0	117	103	97
O=C(/C=C/c1ccc(F)cc1)NCCNC(=O)/C=C/c1ccc(F)cc1	96	-29	7	87	0	96	95	92
Cc1nn(-c2ccccc2)nc1C(=O)OCC(=O)N1CCCCC1C (stereo not drawn)	98	8	-3	82	0	77	82	105
CCn1cc(C(=O)N2CC(C)CC(C)C2)c(=O)c2cc(S(=O)(=O)N3CCCC3)ccc21 (stereo not drawn)	96	1	0	97	0	96	94	94
CC(=O)NC(CC(=O)OCC(=O)c1cc(C)ccc1C)c1ccccc1 (stereo not drawn)	109	7	-10	121	0	98	101	102
O=C(Nc1cccc2c1C(=O)NC2=O)c1ccccc1[N+](=O)[O-]	108	5	-7	94	1	93	82	101
COc1cc(/C=C(\C#N)c2ccccn2)ccc1OCC(=O)Nc1cccc(C(F)(F)F)c1	115	1	-1	97	5	105	96	101
COc1ccc([N+](=O)[O-])cc1N(CC(=O)NCCCOC(C)C)S(C)(=O)=O	103	-23	-2	104	0	100	98	101
CCN1CCCC1CNC(=O)C(=O)Nc1ccccc1OC (stereo not drawn)	99	-2	0	107	0	93	100	98
N#CC(c1ccccc1)c1ccc2c(C(F)(F)F)cc(C(F)(F)F)nc2n1 (stereo not drawn)	101	7	18	97	2	102	99	99
COC(=O)Nc1ccc(S(=O)(=O)Nc2ccc(O)cc2)cc1	105	2	36	110	0	97	108	101
C/C(CC(=O)Nc1cccc(Cl)c1Cl)=N\NC(=O)C(=O)N1CCCC1	84[may fluoresce red]	10	-4	85[may fluoresce red]	3	69[may fluoresce red]	85[may fluoresce red]	?
COC(=O)c1cc2ccsc2n1Cc1cccc(F)c1	111	9	0	104	0	108	102	104
COc1ccccc1N(CC(=O)NCCSCc1cccc(Cl)c1)S(C)(=O)=O	113	40	4	103	1	98	91	103
Oc1ccc(-c2nc3ccccc3nc2-c2ccccc2)cc1	102	-10	-1	99	0	103	98	102
Cc1cc(OCCCC(=O)NCCc2ccccn2)ccc1Cl	107	-11	48	103	0	96	102	108
S=C(NC1CCCCC1)N1CCN(c2ncccn2)CC1	92	-8	13	90	2	106	91	91
Cc1ccc(S(=O)(=O)N2CC(O)CC2C(=O)O)cc1 (stereo not drawn)	104	3	3	106	2	94	100	102
COC(=O)C1=C(C(=O)OC)[C@@H]2N(C)c3ccc(OC)cc3[C@@]23C[C@@H](C(=O)OC)N(C(=O)CC(C)C)C3=N1	88	-4	18	100	2	104	88	98
CCN1CCN(c2ncnc3c2c(-c2ccccc2)cn3-c2ccc(F)cc2)CC1	113	-2	5	94	0	102	100	96
CCCCn1c(N)c(N(CCOC)C(=O)CCCc2nc3ccccc3c(=O)[nH]2)c(=O)[nH]c1=O	110	5	-11	103	0	104	107	101
CS(=O)(=O)N1CCN(C(=O)c2cc(-c3cccnc3)nc3ccc(Cl)cc23)CC1	102	-4	6	101	2	102	102	97
COC(=O)C(NC(=O)C(C)Oc1ccccc1)C(C)C (stereo not drawn)	115	5	18	105	0	109	108	105
Cc1nn(-c2ccccc2)c(C)c1C(=O)OCC(=O)N(C)c1c(N)n(Cc2ccccc2)c(=O)[nH]c1=O	89	0	14	88	0	104	101	95
CN1/C(=C\C(=O)CSc2cccc[n+]2[O-])C(C)(C)c2ccccc21	100	-6	-116	103	0	99	105	102
Cc1oc2c(c1C(=O)NCc1cc(C(=O)O)co1)CCCC2	105	2	-21	93	4	99	104	101
CCN(C(=O)COC(=O)c1[nH]c(C)c(C(C)=O)c1C)C1CCS(=O)(=O)C1 (stereo not drawn)	105	-2	11	99	2	103	112	95

New compounds follow.
SMILES	MEP2-GFP yeast	GASC-1 inh	VLA-4 inh	CIT2-GFP yeast	GRK2 inh	LAP4 TOR yeast	AGP1-GFP MLPCN	RPL19A TOR yeast
Cc1cc(=O)oc2c3c(cc(OCC(=O)NCCC(=O)N[C@@H](C)C(=O)O)c12)OC(C)(C)CC3	93	2	-4	93	0	81	90	93
COCCN(CC1CCCN(C2Cc3ccccc3C2)C1)C(=O)CCC(F)(F)F (stereo not drawn)	110	-1	9	105	1	92	105	102
CSc1ccccc1NC(=O)c1c(Br)cnn1C	95	-19	-3	98	2	108	94	95
CCc1nc(N2CCC3(CC2)OCCO3)c2nnn(Cc3ccccc3Cl)c2n1	101	5	15	93	0	97	96	99
CCOC(=O)C1(Cc2cccc(OC)c2)CCCN(C(=O)c2cc(C)on2)C1 (stereo not drawn)	118	1	5	·	2	88	97	108
COc1cccc(NC(=O)c2oc3ccccc3c2NC(=O)c2ccc3c(c2)OCO3)c1	84	22	·	90	2	99	88	92
COc1ccc2c(C)nc(Nc3nc(-c4ccccc4)cc(=O)[nH]3)nc2c1	93	-4	8	89	0	98	89	96
CC(C)(C)c1ccc(OCC(=O)N2CCN(C=O)CC2)cc1	103	5	-4	110	0	113	110	108
CCOc1c2ccc(C(=O)NCc3ccco3)cc2nn1CC	90	2	27	85	0	119	80	92
COc1ccc(N2C(=O)C3CC(C)=C(C)CC3C2=O)c(OC)c1 (stereo not drawn)	90	-7	10	85	1	79	103	97
Cc1ccc(C(=O)CCC(=O)NNC(=O)c2ccccc2O)cc1	94	-1	12	98	2	95	96	97
CN1c2ccccc2C(C)(C)C12C=Cc1cc(O)ccc1O2 (stereo not drawn)	131	24	i	116	0	120	101	97
Cc1cccc[n+]1CC(=O)c1ccc(Cl)cc1	100	-12	-4	103	0	94	101	103
COCC(C)NCC(=O)NC(C)CCc1ccccc1 (stereo not drawn)	100	14	29	87	2	96	120	96
COc1c(C)cc(C(=O)C2CCCN(C(=O)c3cccc(F)c3)C2)cc1C (stereo not drawn)	96	-4	5	93	0	108	101	100
COc1ccc(NC(=O)CCCNC(=O)Cn2cnc3sc(C)c(C)c3c2=O)cc1OC	101	-11	-4	108	1	107	103	100
CC(C)c1ccc(N=c2c([N+](=O)[O-])nn(-c3ccc4c(c3)OCCO4)n2O)cc1	106	7	-14	101	1	112	103	100
O=C(Nc1ccc(Cl)cc1)N1CCCN(c2ccc(C(F)(F)F)cc2[N+](=O)[O-])CC1	98	10	4	98	0	97	97	98
COCCNS(=O)(=O)c1cc(-c2nn(C)c(=O)c3ccccc23)ccc1C	96	i	6	97	0	100	102	98
COc1ccccc1CCN=C(N)NS(=O)(=O)c1ccccc1	99	5	6	104	0	98	99	108
CCOC(=O)c1c(CSCc2ccccc2)oc2ccc(O)c(CN(C)C)c12	156	-13	21	90	0	95	88	55

Screens deposited in PubChem BioAssay by several laboratories.
